PP1 counter: PP1-alpha (human) inhibition in PP5 counter-screen; P62136; purified PP1alpha, OMFP fluorescence; inhibition, % at 6.7 µM; actives 0.9% (n = 320,000); AID 2235;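 active = inhibition above the mean inhibition of all tested compounds plus 3 SD, computed separately for each screening campaign, cut at about 15% in these data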
Target sequence (P62136 whole entry, looked up): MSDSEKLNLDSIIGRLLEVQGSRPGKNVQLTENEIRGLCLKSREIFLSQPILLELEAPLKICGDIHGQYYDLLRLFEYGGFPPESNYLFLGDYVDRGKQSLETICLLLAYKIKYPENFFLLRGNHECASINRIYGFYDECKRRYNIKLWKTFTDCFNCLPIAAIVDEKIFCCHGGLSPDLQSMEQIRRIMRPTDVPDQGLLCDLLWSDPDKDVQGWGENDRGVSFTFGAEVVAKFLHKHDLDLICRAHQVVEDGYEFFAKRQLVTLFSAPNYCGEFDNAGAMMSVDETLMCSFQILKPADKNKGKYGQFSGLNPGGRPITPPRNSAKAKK
AHR activator: activators of human aryl hydrocarbon receptor | P35869 | AHR-responsive luciferase reporter cells, luminescence | activation, % at 5 µM | actives 2.5% (n = 320,000); in the data active = activation above about 47%;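 note: 0% = vehicle wells and 100% = reference agonist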
CTSL1 counter: cathepsin L1 inhibition, PFM18AAP counter-screen; recombinant F. hepatica cathepsin L1, Z-Leu-Arg-MCA fluorescence; inhibition, % at 5.96 µM; actives 0.49% (n = 300,000); AID 1906;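 active = inhibition above the mean of all tested compounds plus 3 SD, set per screening campaign, cut at about 17% in these data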;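 note: 0% = plate median of test compound wells and 100% = 1 µM Z-Phe-Ala-diazomethylketone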
core dimer inh: HCV core protein dimerization inhibition. TR-FRET GST/Flag-core106 dimerization, 1536-well. actives 0.33% (n = 300,000). inhibition, % at 5 µM;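 active = inhibition above the mean of all tested compounds plus 3 SD, set per screening campaign, cut at about 45% in these data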
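Assay system: Tagged HCV core106 pair (GST and Flag) | Buffer or medium: KF-containing HEPES buffer, pH 7.45, DTT, CHAPS, BSA | Also added: Eu donor and XL665 acceptor anti-tag antibodies | Dosing: One concentration, 5 µM, in 0.5% DMSO | Timing: 4 h at 22.5 °C | Technique: TR-FRET 671 and 617 nm emission | Repeats: Singlicate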
TPT1 inhibitor: blocks Candida albicans tRNA 2'-phosphotransferase. recombinant caTPT1, FP RNA substrate dephosphorylation. inhibition, % at 5 µM. actives 0.81% (n = 300,000). AID 1962;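 active = inhibition above the mean of all tested compounds plus 3 SD, set per screening campaign, cut at about 24% in these data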;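 note: plate controls were DMSO alone for no effect and ferristatin control at 100 nM for full effect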
PP5 inh: blocks human protein phosphatase 5 activity; P53041; purified PP5c, OMFP substrate fluorescence; inhibition, % at 6.7 µM; actives 0.18% (n = 320,000);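 active = inhibition above the campaign's mean inhibition across all tested compounds plus 3 SD, cut at about 9.5% in these data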;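 note: 0% = DMSO only and 100% = 100 µM cantharidin control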
Target sequence (P53041 whole entry, looked up): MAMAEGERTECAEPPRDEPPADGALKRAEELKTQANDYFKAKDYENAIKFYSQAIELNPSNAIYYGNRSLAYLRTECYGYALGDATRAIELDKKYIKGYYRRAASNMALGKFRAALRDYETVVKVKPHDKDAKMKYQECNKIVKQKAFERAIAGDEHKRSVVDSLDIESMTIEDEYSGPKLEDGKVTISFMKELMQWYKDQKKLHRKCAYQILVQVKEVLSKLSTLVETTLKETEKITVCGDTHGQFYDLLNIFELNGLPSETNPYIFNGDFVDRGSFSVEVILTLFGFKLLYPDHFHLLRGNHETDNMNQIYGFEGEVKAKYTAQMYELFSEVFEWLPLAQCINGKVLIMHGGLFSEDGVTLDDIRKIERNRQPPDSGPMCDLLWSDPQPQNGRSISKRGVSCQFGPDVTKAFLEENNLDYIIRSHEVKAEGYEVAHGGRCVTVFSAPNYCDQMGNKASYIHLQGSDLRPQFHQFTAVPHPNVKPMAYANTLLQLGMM
proCasp3 act: activates human procaspase-3. P42574. recombinant procaspase-3 D3A, Ac-DEVD-pNA absorbance 405 nm. activation, % at 8.5 µM. actives 0.11% (n = 330,000). AID 463141;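 active = activation above the mean of all tested compounds plus 3 SD, cut at about 21% in these data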;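 note: 0% = DMSO alone and 100% = DMSO wells spiked with extra 5 µM PC-3 D3A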
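assay system = Procaspase-3 D3A mutant | signal = absorbance at 405 nm, 0 and 120 min | times = 1 h preincubation plus 2 h reaction at 25 °C | repeats = single replicate | read-out = % activation between DMSO and enzyme-spiked controls | medium = Zinc-free HEPES saline buffer with Triton X-100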
PAFAH2 FP inh: inhibitors of human PAFAH2 | recombinant PAFAH2, FP-rhodamine activity probe, fluorescence polarization | inhibition, % at 3.39 µM | actives 0.99% (n = 340,000) | AID 492956;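 active = inhibition above the mean over all tested compounds plus 3 SD, cut at about 30% in these data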;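 note: inhibitors block probe labeling of enzyme so polarization drops; 0% = enzyme with DMSO and 100% = wells lacking PAFAH2 protein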
proCasp7 act: counter-screen: procaspase-7 (human) activation. P55210. recombinant procaspase-7, Ac-DEVD-pNA absorbance 405 nm; D23A/D198A/D206A triple mutant, cannot self-cleave; scale: DMSO 0, 5 µM enzyme 100. activation, % at 8.5 µM. actives 0.093% (n = 330,000);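 active = percent activation above the screen-wide mean plus 3 SD, cut at about 25% in these data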
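System: Uncleavable procaspase-7 mutant enzyme; Amount: 2 µM procaspase-7 mutant as dispensed; Schedule: 1 h compound preincubation, 2 h substrate cleavage, 25 °C; Measured by: 405 nm absorbance of p-nitroaniline; Evaluation: percent activation from buffer-corrected 0–120 min absorbance change; Control set: low DMSO alone, high DMSO plus 5 µM PC-7.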
* hit, by the source's call; x = not tested or not shown.

entry | structure | PP1 counter | AHR activator | CTSL1 counter | core dimer inh | TPT1 inhibitor | PP5 inh | proCasp3 act | PAFAH2 FP inh | proCasp7 act
1 | COc1ccc(CC(=O)NNC(=S)Nc2ccc(Br)cc2)cc1 | 8 | 2 | -5 | 1 | -1 | 3.3 | -5 | 7 | -4
2 | Cc1ccc(CNCc2cccnc2)s1 | -4 | 2 | 3 | -3 | 1 | 1.7 | 6 | -4 | 7
3 | COc1ccc(C(=O)COC(=O)C(C)N2C(=O)C3C4CCC(C4)C3C2=O)cc1 (stereo not drawn) | 1 | 2 | 2 | 3 | 0 | -2.7 | -10 | 13 | 0
4 | C=CC[C@H]1CC(C)=C[C@H](CC=C)N1 | -1 | 1 | -2 | -6 | -8 | 0.6 | 7 | -8 | 8
5 | CC(=O)Nc1cc2c(cc1NC(=O)Cn1nc(-c3ccccc3)ccc1=O)OCCO2 | 2 | -1 | 4 | -15 | -5 | -1.8 | -7 | -9 | -1
6 | Cc1ccc(S(=O)(=O)N2CCN(CC(=O)N/N=C/c3ccccc3OCC(=O)O)CC2)cc1 | 2 | -1 | -2 | 6 | -7 | -2.4 | -1 | x | 6
7 | CCC(=O)N1CCN(c2ccccc2NC(=O)c2ccc(-c3cccc([N+](=O)[O-])c3)o2)CC1 | 19* | 19 | 1 | 35 | 2 | 2.5 | 0 | 1 | -3
8 | COC(=O)Oc1c(Br)c(=O)oc2ccccc12 | -1 | 6 | 4 | -1 | 1 | -0.6 | -11 | 4 | 12
9 | Cc1ccc(C)c(OCC(O)CNC2CCCC2)c1 (stereo not drawn) | 0 | 3 | 1 | -12 | -6 | 3.5 | 6 | -1 | -3
10 | O=C1c2cccc(O)c2C(=O)c2c(O)cc(CO)cc21 | 1 | -2 | -1 | -4 | -33 | 1.1 | 17 | x | -7
11 | CCCCC(=O)Nc1ccc(C(=O)N2CCC(C(=O)OCC)CC2)cc1 | 3 | -2 | 0 | -1 | 2 | 1.8 | 2 | 5 | 2
12 | Cc1cc(Nc2ccccc2)n(-c2ccc(Br)cc2)n1 | -1 | 13 | -1 | 13 | 2 | 1.7 | -9 | -1 | 4
13 | Cc1ccc(NC(=O)CN2CCN(C)CC2)cc1S(=O)(=O)N1CCOCC1 | -2 | -1 | -1 | -3 | -5 | -2.3 | -1 | 0 | 3
14 | CSc1nc2sccc2c(=O)[nH]1 | -2 | 9 | -2 | -1 | -2 | 1.4 | 2 | -4 | -3
15 | CC1CC(N(C(=O)c2ccccc2Cl)c2ccccc2)c2ccccc2N1 (stereo not drawn) | 0 | 41 | 1 | 9 | 5 | 1.7 | -6 | 14 | -2
16 | COC(=O)CC1COc2ccccc2N1C(=O)/C=C/c1ccccc1 (stereo not drawn) | -1 | 3 | -1 | 1 | -4 | -0.4 | -5 | -4 | -3
17 | Cc1cc2ncc(S(C)(=O)=O)c(N)n2n1 | -2 | 1 | -1 | 2 | 0 | 0.4 | 6 | 2 | 0
18 | C=C[C@@H]1c2cccc(C)c2N(S(=O)(=O)c2ccc(C)cc2)[C@H](c2ccccc2)C1(C#N)S(=O)(=O)c1ccccc1 (stereo partly drawn) | x | 18 | x | x | x | x | 2 | -10 | 9
19 | COc1ccc(/C=N/NC(=O)CNC(=O)/C=C/c2ccccc2OC)cc1 | -2 | 15 | 4 | -7 | 3 | 2.2 | 4 | -7 | -4
20 | CC(=O)NC(NC(C)=O)c1ccc(Br)cc1 | 1 | 1 | -2 | -5 | -3 | -0.6 | 7 | -3 | 4
21 | COc1ccc(CCNC(=O)C/C(C)=N/NC(=O)C(c2ccccc2)c2ccccc2)cc1OC | -2 | 1 | 1 | 9 | -2 | 1.6 | -4 | -1 | -7
22 | COC(=O)c1cnn(-c2nc(OC)cc(OC)n2)c1C | -2 | 15 | -1 | -3 | 10 | -0.2 | -3 | -3 | -5
23 | Cc1ccc(S(=O)(=O)N2[C@@H](c3cccc(C)c3)C(C(=O)O)=C[C@H]2C(C)(C)C)cc1 | x | -1 | x | x | x | x | 5 | 5 | 6
24 | CCOC(=O)[C@H]1[C@H]2COc3ccc(Br)cc3[C@@H]2N2C(=O)CN(Cc3ccco3)C(=O)[C@@]12C | -7 | -1 | x | x | x | -1.9 | -5 | 1 | 7
25 | CCC1COCCS(=O)(=O)N1Cc1cccc(C(F)(F)F)c1 (stereo not drawn) | -1 | -1 | 0 | -14 | 0 | 0.9 | 2 | 2 | -14
26 | COc1cc(CC(=O)N/N=C/c2ccccc2)c([N+](=O)[O-])cc1OC | -1 | 6 | 2 | 3 | -2 | -1.2 | -11 | x | 2
27 | Cc1ccccc1NC(=O)COC(=O)c1ccc(S(C)(=O)=O)c([N+](=O)[O-])c1 | 0 | -2 | -1 | 7 | -1 | 3.1 | -4 | 39* | 6
28 | Nc1c(C(=O)N2CCCCC2)sc2nc3c(cc12)CCCC3 | -3 | -12 | 0 | 0 | 0 | -2.2 | -14 | 9 | -12
29 | CN1CCN(NC(=O)c2ccc(Cl)c(S(=O)(=O)Nc3ccc(Cl)cc3)c2)CC1 | -2 | 3 | -4 | -6 | 0 | -1.2 | -4 | -6 | 7
30 | COC(=O)[C@H](Cc1c[nH]c2ccccc12)NC(=O)Nc1ccccc1OC | -4 | 1 | -5 | 0 | -1 | 2.0 | 3 | -5 | 12
31 | O=C(NCCNC(=O)c1ccccn1)c1cccc(F)c1 | -3 | 0 | 1 | -6 | -4 | -1.1 | -2 | -5 | -6
32 | O=C(O)/C(=C\c1ccc(Cl)c([N+](=O)[O-])c1)c1ccc(S(=O)(=O)N2CCCC2)s1 | 2 | 2 | x | x | x | 1.2 | 7 | 22 | -17
33 | CC(=O)NCC(=O)OCc1ccc([N+](=O)[O-])cc1 | -4 | -2 | -7 | 0 | 1 | -2.2 | 2 | 7 | 10
34 | O=C(NCCc1ccccc1)c1cc(S(=O)(=O)N2CCOCC2)ccc1F | -1 | 23 | 3 | 6 | 4 | -2.6 | 7 | 4 | -6
35 | O=C(CN1C(=O)c2ccccc2C1=O)N1CCN(c2nnc(-c3ccccc3)c3ccccc23)CC1 | -1 | 17 | 1 | 10 | -2 | -2.1 | 0 | 2 | 4
36 | COc1ccc2[nH]c(=O)c(CN(c3ccccc3OC)S(=O)(=O)c3ccccc3)cc2c1 | 4 | 34 | 0 | 18 | 0 | 4.8 | -2 | 0 | 3
37 | Cc1ccc(N=Cc2c(O)n(C)c(=O)n(C)c2=O)nc1 | 3 | -1 | 3 | -1 | 2 | 2.8 | 6 | 6 | 6
38 | O=C(/C=C/c1ccc(OCc2cccc(Cl)c2)cc1)N1CCOCC1 | 0 | -1 | 3 | -2 | -4 | -0.9 | 1 | 4 | 6
39 | COC(=O)C1=C(C(=O)OC)C2(OC1c1ccc(Br)cc1)C(=O)c1ccccc1C2=O (stereo not drawn) | -4 | 0 | 2 | 10 | -1 | -0.1 | 3 | 6 | 9
40 | CCSc1nc2sc3c(c2c(=O)n1-c1ccccc1)CCN(C)C3 | 4 | -3 | 2 | 14 | 8 | 0.9 | 0 | 6 | 6
41 | Cc1ccc(Cn2c(/C=C/c3ccco3)nc3ccccc32)cc1 | 0 | 10 | 0 | 9 | 20 | 0.2 | -6 | 4 | 5
42 | CCN(CC)c1ccc(NC(=O)CCCCCN2C(=O)c3ccccc3C2=O)cc1 | 3 | 14 | 4 | -7 | -3 | 2.2 | -8 | 7 | -2
43 | COc1ccc(CCNC(=O)CSCc2c(F)cccc2Cl)cc1OC | -7 | 12 | 5 | -3 | -2 | 0.2 | -6 | 4 | 1
44 | CCc1ccccc1NC(=O)Cn1c(=O)n(-c2ccc(CC(=O)NCC3CCCO3)cc2)c(=O)c2ccccc21 (stereo not drawn) | -3 | -3 | 2 | 0 | 0 | 0.0 | 3 | -9 | 0
45 | Cc1cc(SCC(=O)N(C)C2CCS(=O)(=O)C2)nc2c(C)cccc12 (stereo not drawn) | -2 | 8 | 2 | -2 | -2 | -1.3 | 5 | 10 | 3
46 | Cc1nc([N+](=O)[O-])cn1CC(=O)c1ccc(F)cc1 | -4 | 0 | -1 | 5 | -4 | -4.3 | 8 | 0 | 0
47 | Cc1ccc(-n2nc3c(c2NC(=O)c2ccc4c(c2)OCO4)CS(=O)C3)cc1 (stereo not drawn) | -1 | 10 | 0 | -11 | -2 | 1.4 | 3 | -3 | 12
48 | COc1cc(/C=N/NC(=O)c2ccc3c(c2)OCCO3)c(Br)c(Br)c1O | 1 | 4 | 6 | -25 | -5 | 0.0 | 4 | 14 | -6
49 | Cc1cccc2nc(CSc3nnnn3-c3ccccc3)cn12 | 1 | 11 | 5 | 3 | -4 | 0.2 | -2 | -2 | 3
50 | COC(=O)c1cccc(S(=O)(=O)N2CCCC2)c1 | -3 | -2 | 0 | 2 | -1 | -1.4 | 2 | 4 | 5
51 | O=C(COC(=O)c1ccc(O)cc1)Nc1ccccc1 | -3 | 3 | -6 | -5 | 1 | 1.6 | 6 | 92* | 0
52 | O=C(NCc1ccccc1Cl)c1ccc(Cn2cc(C(F)(F)F)ccc2=O)cc1 | -2 | 0 | 0 | 3 | -4 | 1.7 | 8 | -6 | 3
53 | CCOC(=O)C1CCN(C(=O)c2cccnc2)CC1 | 5 | 7 | 2 | -3 | 2 | -1.4 | 7 | -6 | 2
54 | COc1ccc(-c2noc(CN3CCCCC3)n2)cc1OC | 0 | 3 | 1 | -14 | -1 | 3.2 | 6 | -15 | 4
55 | C[C@H](NC(=O)c1nc[nH]c1C(=O)NCc1ccccc1)C(=O)OC(C)(C)C | 3 | -4 | -4 | -5 | -4 | 2.2 | -2 | -1 | 3
56 | CCN(C[C@H]1N[C@@](C)(C(=O)OC)[C@H]2C(=O)N(Cc3ccccc3)C(=O)[C@@H]12)C(=O)COC | x | 0 | x | x | x | x | 10 | 10 | 11
57 | Cc1ccc(OCC(O)CN2CCN(c3ccccn3)CC2)c(C)c1 (stereo not drawn) | 0 | -2 | -3 | 2 | -2 | -1.7 | -2 | -4 | 3
58 | COCCNC(=O)c1snc2ccc(Cl)cc12 | -3 | 7 | 2 | -4 | -3 | -0.2 | 10 | -2 | 9
59 | CCCc1[nH]nc2c1C(c1cccnc1)C(C#N)=C(N)O2 (stereo not drawn) | -5 | 2 | -3 | -3 | -6 | -0.6 | 11 | -6 | 2

3 entries out of the list above, ordered by the number in PAFAH2 FP inh, largest number first.
| cpd | smiles | AHR activator | core dimer inh | TPT1 inhibitor | PP5 inh | proCasp3 act | PAFAH2 FP inh |
| --- | --- | --- | --- | --- | --- | --- | --- |
| 46 | Cc1nc([N+](=O)[O-])cn1CC(=O)c1ccc(F)cc1 | 0 | 5 | -4 | -4.3 | 8 | 0 |
| 47 | Cc1ccc(-n2nc3c(c2NC(=O)c2ccc4c(c2)OCO4)CS(=O)C3)cc1 (stereo not drawn) | 10 | -11 | -2 | 1.4 | 3 | -3 |
| 52 | O=C(NCc1ccccc1Cl)c1ccc(Cn2cc(C(F)(F)F)ccc2=O)cc1 | 0 | 3 | -4 | 1.7 | 8 | -6 |

Assay outcomes as filed in PubChem.
